Source: PubChem (NCI)
Growth percent in the NCI-60 one-dose screen (48 h, 10 µM unless noted): 100 = growth as untreated, 0 = no growth, -100 = all killed.
SK-OV-3: SK-OV-3 ovarian cancer cells; 80,000 tested, 3.2% active; AID 1794785
IGROV1: IGROV1 ovarian cancer; 79,000 tested, 4.7% active
ACHN: ACHN renal cancer; 81,000 tested, 4.9% active; AID 1794771
UO-31: UO-31 renal cancer; 81,000 tested, 5.2% active
SN12C: SN12C renal cancer cells; AID 1794767; 81,000 tested, 3.8% active
786-0: 786-0 renal cancer cells; 81,000 tested, 5.1% active
TK-10: TK-10 renal cancer cells | AID 1794769 | 81,000 tested, 3.9% active
RXF 393: RXF 393 renal cancer cells; 77,000 tested, 6.9% active
* marks the source's active call; other numbers are inactive results; nt = not tested or not shown; & = joins results of further samples. The calls were made as follows: active = growth percent below 10; inactive = the rest.

Values in the order: RXF 393 | SK-OV-3 | 786-0 | SN12C | TK-10 | IGROV1 | UO-31 | ACHN
CC(Nc1nc(CNc2ccc(S(N)(=O)=O)cc2)nc2ccccc12)C(=O)O (centres undefined)
    102 | 109 | 102 | 95 | nt | 92 | 72 | 88
O=Cc1ccc(F)cc1
    87 | 109 | 102 | 98 | 113 | 95 | 82 | 96
CC(C)c1ccc2c(c1)CC[C@H]1[C@](C)(C#N)CCC[C@]21C
    98 | 105 | 97 | 99 | 112 | 115 | 86 | 105
O=C(O)c1ccc(-n2cc(/C=N/Nc3ccc(F)cc3)c(-c3ccc(F)c(F)c3)n2)cc1
    93 | 87 | 89 | 89 | 83 | 85 | 48 | nt
C=CC(=O)Nc1cccc(Nc2nc(Nc3ccc(OCCOC(F)F)cc3)ncc2F)c1
    9.5* | -25* | 20 | 22 | nt | 14 | 6.9* | 4.9*
COC1=C(S(N)(=O)=O)C2NS(=O)(=O)c3cnccc3N2C=C1 (centres undefined)
    100 | 91 | 94 | 100 | 103 | nt | 101 | 114
COc1ccc(Oc2nc(Nc3ccc(F)cc3)ncc2NC(N)=O)cc1
    95 | 108 | 95 | 96 | 93 | 103 | 83 | 97
O=c1ccn(C2OC(CO)C(O)C2F)c(=O)[nH]1 (centres undefined)
    132 | 114 | 99 | 102 | 124 | nt | 101 | 107
CCCCCNCC(=O)Nc1ccc(C(=O)OCCCCC)cc1
    99 | 103 | 87 | 99 | 104 | 96 | 73 | nt
CCOC(=O)c1c(N)nn2c(-c3ccccc3)cc(C)nc12
    nt | 112 | 107 | 103 | 120 | 101 | 87 | 98
CCCN1C2CCC1/C(=C\c1ccc(Cl)cc1)C(=O)/C2=C/c1ccc(Cl)cc1
    99 | 102 | 96 | 89 | 90 | 96 | 69 | 97
FC(F)(F)COc1ccc(/C=N/NC(=S)Nc2ccccc2)cc1
    102 | 120 | 105 | 105 | 113 | 107 | 91 | 106
CC(=O)Nc1ccc(S(=O)(=O)O)c(OC(C)=O)c1
    97 | 109 | 107 | 99 | 99 | 118 | 84 | 97
N#Cc1c(-c2cccs2)cc(-c2cnccn2)nc1SCC(=O)c1ccc(F)cc1
    62 | 104 | 89 | 80 | 89 | 78 | 55 | 92
NS(=O)(=O)c1ccc(C(=O)NN2C(=O)C3CC=CCC3C2=O)cc1 (centres undefined)
    109 | 118 | 104 | 110 | 104 | 113 | 89 | 115
CCC(N)(CO)CO
    98 | 102 | 101 | 111 | 105 | 112 | 98 | 112
O=C(CCCCCCCNC(=O)c1cc(=O)c(O)co1)Nc1ccccc1
    122 | 115 | 94 | 96 | 104 | 103 | 84 | 104
COc1ccc(S(=O)(=O)NCCCNc2nccc(-c3[nH]c(-c4ccccc4)nc3-c3ccc(Cl)c(OC)c3)n2)cc1
    42 | 90 | 65 | 71 | 84 | 60 | 46 | 50
O=c1cc(-c2nn[nH]n2)[nH]c(=O)[nH]1
    111 | 108 | 114 | 102 | 108 | 83 | 90 | 98
O=C1c2c(c(=O)[nH]c3ccccc23)CCN1Cc1ccccc1
    111 | 98 | 100 | 97 | 119 | nt | nt | 92
O=C1/C(=C/c2cccc3cnccc23)Cc2cc(F)ccc21
    112 | 77 | 97 | 95 | nt | 86 | 70 | 96
c1ccc(-c2oc3ncn4nc(-c5cccnc5)nc4c3c2-c2ccccc2)cc1
    100 | 101 | 100 | 99 | 117 | 103 | 83 | 101
O=[N+]([O-])c1ccc(C=Nc2c(-c3ccccc3)no[n+]2[O-])o1
    95 | 117 | 107 | 97 | 117 | 95 | 87 | 104
O=[N+]([O-])c1cc(C(F)(F)F)cc([N+](=O)[O-])c1N1CCCC(n2cccc2)C1 (centres undefined)
    113 | 95 | 100 | 105 | 98 | 99 | 71 | 97
CN(C(=O)c1cc2c(cc1Br)OCO2)c1cccc2ccccc12
    98 | 86 | 92 | 90 | 98 | 74 | 59 | 84
Brc1c(-c2ccncc2)nc2sccn12
    98 | 117 | 94 | 86 | 95 | 111 | 88 | 86
CCOC(=O)c1c(Nc2ccccc2)nn2c(-c3cccs3)ccnc12
    -6.1* | 83 | 71 | 91 | 107 | 91 | 83 | 88
CC(=O)Nc1ccc(C(N)=S)cc1
    103 | 106 | 105 | 98 | 95 | 107 | 99 | 113
COC(=O)C(C)C(=O)c1cn(C2CC2)c2cc(N3CCNCC3)c(F)cc2c1=O (centres undefined)
    101 | 111 | nt | 99 | 108 | 116 | 92 | 114
C[C@H](c1nc2ccc(Cl)cn2c1NCc1ccccc1)[C@H]1CC[C@H]2[C@@H]3CCC4=CC(=O)CC[C@]4(C)[C@H]3CC[C@]12C
    78 | 87 | 68 | 74 | 87 | 74 | 47 | 72

Another view of some results above:
canonical_smiles	RXF 393	SK-OV-3	786-0	SN12C	TK-10	IGROV1	UO-31	ACHN
COc1ccc(S(=O)(=O)NCCCNc2nccc(-c3[nH]c(-c4ccccc4)nc3-c3ccc(Cl)c(OC)c3)n2)cc1	42	90	65	71	84	60	46	50
O=c1cc(-c2nn[nH]n2)[nH]c(=O)[nH]1	111	108	114	102	108	83	90	98
O=C1c2c(c(=O)[nH]c3ccccc23)CCN1Cc1ccccc1	111	98	100	97	119	nt	nt	92
O=C1/C(=C/c2cccc3cnccc23)Cc2cc(F)ccc21	112	77	97	95	nt	86	70	96
c1ccc(-c2oc3ncn4nc(-c5cccnc5)nc4c3c2-c2ccccc2)cc1	100	101	100	99	117	103	83	101
O=[N+]([O-])c1ccc(C=Nc2c(-c3ccccc3)no[n+]2[O-])o1	95	117	107	97	117	95	87	104
O=[N+]([O-])c1cc(C(F)(F)F)cc([N+](=O)[O-])c1N1CCCC(n2cccc2)C1 (centres undefined)	113	95	100	105	98	99	71	97
CN(C(=O)c1cc2c(cc1Br)OCO2)c1cccc2ccccc12	98	86	92	90	98	74	59	84
Brc1c(-c2ccncc2)nc2sccn12	98	117	94	86	95	111	88	86
CCOC(=O)c1c(Nc2ccccc2)nn2c(-c3cccs3)ccnc12	-6.1*	83	71	91	107	91	83	88
CC(=O)Nc1ccc(C(N)=S)cc1	103	106	105	98	95	107	99	113
COC(=O)C(C)C(=O)c1cn(C2CC2)c2cc(N3CCNCC3)c(F)cc2c1=O (centres undefined)	101	111	nt	99	108	116	92	114
C[C@H](c1nc2ccc(Cl)cn2c1NCc1ccccc1)[C@H]1CC[C@H]2[C@@H]3CCC4=CC(=O)CC[C@]4(C)[C@H]3CC[C@]12C	78	87	68	74	87	74	47	72

Next section.
Values in the order: RXF 393 | SK-OV-3 | 786-0 | SN12C | TK-10 | IGROV1 | UO-31 | ACHN
CC(=O)Nc1nonc1-c1nc2ccccc2n1CC#N
    113 | 104 | 99 | 105 | 106 | 105 | 82 | 107
c1ccc(-c2c[nH]c3c(N4CCCCC4)ncnc23)cc1
    79 | 81 | 82 | 103 | 86 | 93 | 78 | 96
Cc1cc(-c2ccccc2)n2[nH]cc(C)n(-c3ccccc3)nc2c1C#N
    111 | 91 | 104 | 94 | 144 | 85 | 68 | 92
Clc1ccnc(Cl)n1
    114 | 106 | 103 | 103 | 98 | 111 | 91 | 105
Cc1c(C(=N)C(C#N)C#N)c(=N)oc2c1ccc1ccccc12
    nt | 104 | 94 | 89 | 121 | -2.1* | 86 | 86
CC(C)(C)OC(=O)n1cc(-c2nc(-c3c[nH]c4ncccc34)cs2)c2ccccc21
    109 | 96 | 104 | 81 | 138 | 70 | 82 | 98
Nc1ccn(CCOc2nc(Oc3ccccc3C(=O)O)cc(-c3ccco3)n2)c(=O)n1
    116 | 92 | 102 | 104 | 116 | 102 | 63 | 102
COc1cc2cc(NCc3cc(Br)c(OCc4ccccn4)c(OC)c3)nc(C)c2cc1OC
    59 | 30 | 46 | 58 | 37 | 79 | 45 | 90
O=C(Cn1cc(CN2CCCCC2)nn1)Nc1ccc2c(ccn2Cc2ccccc2)c1
    96 | 88 | 98 | 104 | 97 | 111 | 75 | 108
CCCSc1nc(Nc2ccc(C(C)=O)cc2)c(C#N)c(-c2ccc(OC)cc2)n1
    109 | 115 | 106 | 112 | 123 | 106 | 119 | 99
O=C(COc1ccc(C2SCC(=O)N2c2ccc(F)cc2)cc1)c1ccccc1 (centres undefined)
    102 | 112 | 102 | 97 | 131 | 86 | 79 | 96
CN(C)c1ccc(/C=N\NC(=O)N/N=C/c2ccc(N(C)C)cc2)cc1
    112 | 109 | 103 | 107 | nt | 112 | 78 | 113
CN(C)N1C(=O)c2c(Cl)c(Cl)c(Cl)c(Cl)c2C1=O
    112 | 106 | 103 | 103 | 98 | nt | 96 | 133
C=CCOc1ccccc1/C=N/N=C1\SCC(=O)N1c1c(C)n(C)n(-c2ccccc2)c1=O
    111 | 129 | 101 | 102 | 112 | 109 | 85 | 102
BrCc1c(CBr)c(CBr)c(CBr)c(CBr)c1CBr
    118 | 107 | 108 | 105 | 100 | 122 | 104 | 109
CCCCCC1(C)NC(C)(C)CO1 (centres undefined)
    110 | 97 | 97 | 102 | 103 | 90 | 78 | 107
O=S(=O)(O)c1cc2ccc1ccc1ccc(cc1S(=O)(=O)O)n1on1c1ccc(ccc3ccc(cc3S(=O)(=O)O)nn2)c(S(=O)(=O)O)c1
    117 | 96 | 113 | 96 | 107 | 87 | 72 | 100
O=C1Cc2ccccc2C1=O
    118 | 107 | 99 | 101 | 107 | 94 | 78 | 89
COc1cc(-c2c(C#N)c(-c3cccs3)nc3c2c(-c2ccccc2)nn3-c2ccccc2)ccc1O
    94 | 83 | 85 | 89 | 101 | 91 | 89 | 86
O=C(NCSC1=NCCS1)NCSC1=NCCS1
    99 | 91 | 113 | 82 | 84 | 103 | 89 | 96
N#CC1=C(c2ccc(Cl)cc2)Nc2c(c(-c3ccc(Cl)cc3)nn2-c2ccccc2)C12C(=O)Nc1ccccc12 (centres undefined)
    12 | 87 | 81 | 69 | 58 | 72 | 33 | 48
Cc1ccc(NC(=S)N/N=C/c2c(-c3ccc(S(C)(=O)=O)cc3)nc3ccccn23)cc1
    80 | 58 | 84 | 93 | nt | 100 | 91 | 89
CSC(=S)N/N=C(\C)c1ccccn1
    0.3* | 30 | 17 | 24 | 42 | 19 | -0.9* | 15
CCOC(=O)C(Nc1ccc(OC)cc1)c1ccc(N(CC)CC)cc1 (centres undefined)
    105 | 100 | 95 | 94 | 103 | 131 | 79 | 82
Cc1nc(N)c(N)c(=O)[nH]1
    110 | 110 | 104 | 105 | 104 | 112 | 75 | 104
Cc1ccc(/C=N/NC(=O)Nc2[nH]c3ccc(S(N)(=O)=O)cc3c2-c2ccccc2)cc1
    nt | 107 | 99 | 93 | 113 | 100 | 78 | 93
CCSc1nnc(NC(=O)CCNS(=O)(=O)c2ccc(C)cc2)s1
    152 | 98 | 102 | 98 | 113 | 114 | 103 | 118
CCOC(=O)NNc1[nH]c(-c2ccc(OC)cc2)cc1C#N
    96 | 111 | 95 | 95 | 93 | 57 | 88 | 81
C#CCn1c(-c2cc(OC)c(OC)cc2Br)nc(-c2ccccc2)c1-c1ccccc1
    41 | 16 | 49 | 70 | 67 | 41 | 34 | nt
CN1c2ccccc2Sc2cc(C3CCC(=O)N3c3ccc(Cl)cc3Cl)ccc21 (centres undefined)
    95 | 93 | 93 | 83 | 111 | 87 | 50 | 78
N#C/C(=C1C=C(Br)/C(=N\O)C=C\1Cl)c1ccc(Cl)cc1
    109 | 104 | 106 | 90 | nt | 92 | 64 | 89
COc1cc(-c2nc(-c3nnc(-c4ccc(N(C)C)cc4)o3)c3ccccn23)cc(OC)c1OC
    87 | 89 | 64 | 67 | 83 | 65 | 28 | 57
C/C(=N\O)C1CC[C@]2(C)[C@@H]1CC[C@@H]1[C@@]3(C)CC/C(=N/O)C(C)(C)[C@@H]3CC[C@]12C (some centres undefined)
    106 | 94 | 104 | 96 | 113 | 106 | 95 | 106
CC(N)CC1=CCCCC1 (centres undefined)
    95 | 116 | 99 | 100 | 102 | 90 | 85 | 105
COc1cc(CCC[P+](c2ccccc2)(c2ccccc2)c2ccccc2)c(OC)c2c1OCO2
    64 | 27 | 31 | 30 | 12 | 33 | 94 | 94
O=Cc1cccc2c([N+](=O)[O-])cccc12
    103 | 107 | 98 | 98 | 101 | 103 | 90 | 102
COc1ccc(-c2cncn2-c2ccc(-c3nc4ccc(F)cc4s3)cc2)cc1N
    130 | 107 | 94 | 110 | 105 | 105 | 81 | 115
O=C(O)c1ccccc1Cl
    115 | 105&108 | 100&103 | 104&102 | 98&104 | 114&103 | 91&91 | 101&105
CCN(CC)CCSc1cc(C)c2ccc(N)nc2n1
    102 | 97 | 106 | 98 | 109 | 106 | 98 | 92
CC(C)OC(=O)Oc1cc(Cl)c(Cl)cc1Cl
    110 | 100 | nt | 97 | 105 | 126 | nt | 105
CCOC(=O)C(Cc1ccccc1Cl)n1cc(-c2ccccc2)nn1 (centres undefined)
    103 | 98 | 101 | 102 | 100 | 109 | 91 | 106
COc1ccc(OC/C=C\Cl)cc1
    108 | 63 | nt | 104 | 106 | 133 | nt | 102

Quoted at random: 2 records from the list
Values in the order: RXF 393 | SK-OV-3 | 786-0 | SN12C | TK-10 | IGROV1 | UO-31 | ACHN
COc1cc(-c2nc(-c3nnc(-c4ccc(N(C)C)cc4)o3)c3ccccn23)cc(OC)c1OC
    87 | 89 | 64 | 67 | 83 | 65 | 28 | 57
CCN(CC)CCSc1cc(C)c2ccc(N)nc2n1
    102 | 97 | 106 | 98 | 109 | 106 | 98 | 92
